# EBNA-1 inh – EBNA-1 DNA-binding inhibitors, primary screen, biochemical, fluorescence polarization; 0.34% of 300,000 active; inhibition, % at 14.8 µM; in the data active means inhibition above about 28%
# PP5 inh – PP5 phosphatase inhibitors, primary screen, biochemical, fluorescence; inhibition, % at 6.7 µM; Serine/threonine-protein phosphatase 5 (Homo sapiens), P53041; 0.18% of 320,000 active; purified PP5c, OMFP substrate fluorescence;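 active means inhibition above the campaign's mean inhibition across all tested compounds plus 3 SD, cut at about 9.5% in these data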;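 further: 0% = DMSO only and 100% = 100 µM cantharidin control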
# Target sequence (P53041 whole entry, looked up): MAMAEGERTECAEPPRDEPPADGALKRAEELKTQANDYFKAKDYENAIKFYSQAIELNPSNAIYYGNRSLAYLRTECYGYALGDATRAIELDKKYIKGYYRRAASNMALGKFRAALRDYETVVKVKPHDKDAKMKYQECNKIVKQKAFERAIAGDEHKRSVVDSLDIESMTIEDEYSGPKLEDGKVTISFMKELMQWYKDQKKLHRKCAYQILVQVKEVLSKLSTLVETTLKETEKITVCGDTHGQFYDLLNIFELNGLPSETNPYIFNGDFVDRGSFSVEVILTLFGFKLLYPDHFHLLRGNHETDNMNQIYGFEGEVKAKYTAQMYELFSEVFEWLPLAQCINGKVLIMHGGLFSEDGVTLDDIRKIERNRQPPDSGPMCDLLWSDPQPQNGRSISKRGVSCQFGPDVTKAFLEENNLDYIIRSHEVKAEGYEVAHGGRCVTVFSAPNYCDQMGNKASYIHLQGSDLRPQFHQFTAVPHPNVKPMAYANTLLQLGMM
# Efflux pump mplx – inhibitors of Candida efflux pumps in yeast, primary screen, S. cerevisiae, Nile Red, multiplex | S. cerevisiae Candida pump triplex | inhibition, % at 10 µM | 0.44% of 330,000 active | AID 485275, 2010;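 active means plate passing quality check with inhibition over a set limit, or well fluorescence over plate mean plus 4 SD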;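 further: Nile Red retained in pooled yeast measured as flow cytometry median fluorescence; 0% = buffer negative control and 100% = Enniatin B positive control; higher means more Nile Red kept so more efflux inhibition; some compounds called inactive have numbers as strong as hits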
# ZTA DNA inh – ZTA (EBV) inhibition in EBNA-1 counter-screen. inhibition, % at 11 µM. 0.15% of 320,000 active. P03206. ZTA-DNA binding, fluorescence polarization; in the data active means inhibition above about 33%
# Target sequence (P03206 whole entry, looked up): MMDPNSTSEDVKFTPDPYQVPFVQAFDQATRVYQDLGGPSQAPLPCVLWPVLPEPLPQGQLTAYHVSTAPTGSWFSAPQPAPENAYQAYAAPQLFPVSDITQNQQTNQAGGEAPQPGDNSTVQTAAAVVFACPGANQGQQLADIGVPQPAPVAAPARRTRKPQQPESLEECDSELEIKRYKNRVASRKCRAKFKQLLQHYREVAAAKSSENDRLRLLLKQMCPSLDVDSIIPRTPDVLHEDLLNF
# PREPL inh – PREPL enzyme inhibitors, primary screen, biochemical, fluorescence polarization | Prolyl endopeptidase-like (Homo sapiens), Q4J6C6 | recombinant PREPL, fluorescence polarization activity-based probe | inhibition, % at 5.96 µM | 0.68% of 320,000 active | AID 2751, 2010; in the data active means inhibition above about 43%;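 further: 0% = enzyme with DMSO and 100% = wells lacking enzyme; many of its hits are not listed in these tables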
# core dimer inh – inhibitors of HCV core protein dimerization, primary screen, biochemical, TR-FRET, high-throughput. inhibition, % at 5 µM. TR-FRET GST/Flag-core106 dimerization, 1536-well. AID 1899, 2009. 0.33% of 300,000 active;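 active means inhibition above the mean of all tested compounds plus 3 SD, set per screening campaign, cut at about 45% in these data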
#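 assay system = GST-tagged and Flag-tagged HCV core protein residues 1-106 | controls = unlabelled core106 and no-GST-core106 wells | incubation = compound-protein-antibody incubation 4 h at 22.5 °C | probe or stimulus = Eu donor and XL665 acceptor anti-tag antibodies | read-out = % inhibition based on acceptor/donor emission ratio | signal = TR-FRET 671 and 617 nm emission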
# Fh CTSL1 inh – Fasciola hepatica cathepsin L1 inhibitors, primary screen, counter-screen for PFM18AAP inhibitor project, biochemical, QFRET, fluorogenic peptide substrate. recombinant F. hepatica cathepsin L1, Z-Leu-Arg-MCA fluorescence. inhibition, % at 5.96 µM. 0.49% of 300,000 active;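 active means inhibition above the mean of all tested compounds plus 3 SD, set per screening campaign, cut at about 17% in these data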;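 further: 0% = plate median of test compound wells and 100% = 1 µM Z-Phe-Ala-diazomethylketone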
# PP1 counter – PP1-alpha phosphatase inhibitors, primary screen, counter-screen for PP5 inhibitor project, biochemical, fluorescence, OMFP substrate, single point; Serine/threonine-protein phosphatase PP1-alpha catalytic subunit (Homo sapiens), P62136; purified PP1alpha; inhibition, % at 6.7 µM; 0.9% of 320,000 active; AID 2235, 2010;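 active means inhibition above the mean inhibition of all tested compounds plus 3 SD, computed separately for each screening campaign, cut at about 15% in these data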
# Target sequence (P62136 whole entry, looked up): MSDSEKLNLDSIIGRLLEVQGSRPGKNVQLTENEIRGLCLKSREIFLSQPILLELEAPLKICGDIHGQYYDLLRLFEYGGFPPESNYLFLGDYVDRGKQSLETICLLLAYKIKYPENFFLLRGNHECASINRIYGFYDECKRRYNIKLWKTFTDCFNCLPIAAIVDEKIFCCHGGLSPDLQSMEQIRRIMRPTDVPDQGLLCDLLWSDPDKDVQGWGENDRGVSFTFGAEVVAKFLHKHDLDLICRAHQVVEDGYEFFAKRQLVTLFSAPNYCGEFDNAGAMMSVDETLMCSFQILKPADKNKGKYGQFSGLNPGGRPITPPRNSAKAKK
# TPT1 inhibitor – Candida albicans TPT1 enzyme inhibitors, primary screen, biochemical, fluorescence polarization. tRNA 2'-phosphotransferase TPT1 (Candida albicans SC5314). recombinant caTPT1, FP RNA substrate dephosphorylation. inhibition, % at 5 µM. 0.81% of 300,000 active. AID 1962, 2009;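 active means inhibition above the mean of all tested compounds plus 3 SD, set per screening campaign, cut at about 24% in these data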;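 further: plate controls were DMSO alone for no effect and ferristatin control at 100 nM for full effect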
# Numbers without * were called inactive; x = no result given.
Molecule	EBNA-1 inh	PP5 inh	Efflux pump mplx	ZTA DNA inh	PREPL inh	core dimer inh	Fh CTSL1 inh	PP1 counter	TPT1 inhibitor
O=C(CCN1CCN(Cc2ccccc2)CC1)NNC(=O)Nc1cccc(C(F)(F)F)c1	8	0.2	-0.1	5	-2	0	-1	0	-4
Cn1ncc(C#N)c1/N=C/N1CCCCC1	-2	1.7	0.3	-2	-14	0	0	1	-3
Cc1ccc(-c2nnn(CC(=O)N(CC(=O)NCC3CCCO3)c3ccc(F)c(Cl)c3)n2)o1 (centres undefined)	-12	1.2	-0.1	-7	5	1	1	-1	2
COc1ccc(C(=O)c2cnc(/N=C/N(C)C)s2)cc1	2	-1.1	0.2	0	-8	-6	5	-12	1
COc1ccc(C2C(C(C)=O)=C(O)C(=O)N2CCO)c(OC)c1 (centres undefined)	-7	1.4	0.0	-10	-1	-8	4	-2	2
O=C(O)c1ccccc1Nc1ccnc(C(F)(F)F)c1	-4	0.6	-0.1	-17	2	-9	2	1	-6
S=C(Nc1ccccc1Cl)N1CCOCC1	6	3.3	0.3	9	3	-5	-2	2	1
COc1ccc(-c2cc(N)n(S(=O)(=O)Cc3ccccc3)n2)c(OC)c1	0	1.1	0.6	7	6	8	-3	1	1
Nc1ccc(Cl)c(S(=O)(=O)Nc2ccc(Cl)cc2)c1	-5	-0.8	0.0	-8	0	-4	-3	0	-2
O=C(C1CCCN(Cc2ccc(Br)cc2)C1)N1CCCCC1 (centres undefined)	-5	1.9	0.0	10	18	6	5	-2	2
Cn1c(=O)oc2cc(S(=O)(=O)Nc3ccc(Cl)cc3F)ccc21	1	0.5	0.0	-3	-7	-6	-5	-7	-3
Cc1cc(C)n(CCNC(=O)c2ccc3c(c2)OCO3)n1	10	0.3	-0.1	-10	1	5	2	-2	0
O=C(CSc1nc(-c2ccccc2Cl)ns1)NCc1ccc2c(c1)OCO2	-2	-0.3	0.0	12	0	10	1	-1	-1
Cc1ccc2nc(SCC(=O)Nc3ccc4sc(C)nc4c3)c(C#N)cc2c1	3	2.2	-0.1	-2	3	-16	-2	0	25*
COc1ccc(CNC(=O)C2CCN(C(=O)c3csc(Nc4ccc(C)cc4)n3)CC2)cc1	8	1.6	1.3	-3	29	9	0	1	-3
CCc1ccc(C(=O)COC(=O)c2ccccc2OC)cc1	-1	5.2	0.2	0	-10	5	1	9	0
Cc1nc2c(C(=O)N3CCOCC3)cnn2c(C)c1Cc1ccc(Cl)cc1	5	-0.2	0.0	-4	16	2	5	1	1
O=C(NN1CCOCC1)c1ccc(F)cc1	0	0.5	0.0	-1	4	12	-1	20*	1
CC(C)c1ccc(C(O)c2nc3ccccc3n2C)cc1 (centres undefined)	0	2.3	0.2	-10	6	2	-6	0	-2
O=C(COc1ccc(Br)cc1F)NC1CCN(Cc2ccccc2)CC1	8	-3.3	0.0	-9	7	-1	2	1	1
CC(C)(C)c1cc(O)c(C(C)(C)C)cc1O	1	-1.6	-0.3	-4	10	2	-3	1	-1
O=C(Cn1nc2sc3ccccc3n2c(=O)c1=O)c1cccs1	10	1.5	0.0	22	17	-2	-2	-2	-3
COc1ccc(N2C(=O)c3ccccc3S2(=O)=O)cc1	4	1.6	0.1	-5	6	-2	1	-1	-1
CCOC(=O)CCCn1ncn2c(cc3occc32)c1=O	4	1.6	0.1	14	7	-3	1	-1	-1
COc1ccc(NC(=O)NN2CCN(C)CC2)c(OC)c1	10	0.4	-0.1	-5	7	1	-2	-3	-2

# Compound profiles, from the list above. Values in the order: EBNA-1 inh	PP5 inh	Efflux pump mplx	ZTA DNA inh	PREPL inh	core dimer inh	Fh CTSL1 inh	PP1 counter	TPT1 inhibitor
# CCc1ccc(C(=O)COC(=O)c2ccccc2OC)cc1 is listed as -1	5.2	0.2	0	-10	5	1	9	0
# Cc1nc2c(C(=O)N3CCOCC3)cnn2c(C)c1Cc1ccc(Cl)cc1 is listed as 5	-0.2	0.0	-4	16	2	5	1	1

# More results follow.
Molecule	EBNA-1 inh	PP5 inh	Efflux pump mplx	ZTA DNA inh	PREPL inh	core dimer inh	Fh CTSL1 inh	PP1 counter	TPT1 inhibitor
O=C(O)CSc1nnc(-c2ccncc2)n1-c1ccc(Cl)cc1	13	-0.2	0.0	19	1	-3	0	0	2
O=C(CCCC(=O)OCC(F)(F)C(F)F)Nc1nccs1	9	2.0	0.1	3	9	-6	-4	-1	-3
Cc1ccnc(NC(=O)c2ccc3c(c2)C(=O)N(CC2CCCO2)C3=O)c1 (centres undefined)	-5	-0.7	-0.1	1	-6	-1	1	-1	-2
CC(C)(C)OC(=O)N1CCC[C@@H]1C(=O)N1CCC(C(=O)O)CC1	-4	-0.8	0.2	-18	11	-2	2	0	0
CCOC(=O)c1cnc(SCC(=O)Nc2cc(OC)ccc2OC)nc1N	-4	4.1	0.3	-22	-2	5	2	0	-1
Cc1cc(OC(C)C(=O)NC(Cc2c[nH]c3ccc(O)cc23)C(=O)O)c2c(C)c(C)c(=O)oc2c1 (centres undefined)	-16	5.3	0.4	1	10	-1	-1	-4	-1
Cc1cc(C)n(C2CCCCC2OC(=O)c2ccccc2)n1 (centres undefined)	-11	2.1	0.1	-5	4	-1	-2	0	-4
O=C(c1ccc(=O)[nH]c1)N1CCCc2ccccc21	-10	1.2	0.1	6	11	0	-4	-3	-1
Cc1cc(C)c2sc(NC(=O)c3ccc([N+](=O)[O-])o3)nc2c1	1	0.0	0.0	-2	12	4	10	-3	0
CC1CN/C(=C\C(=O)c2ccccc2)C(=O)N1 (centres undefined)	-6	-2.2	0.1	-5	0	-4	3	-3	-4
CC(Sc1nnc(Cn2c(=O)sc3ccccc32)n1C)c1ccccc1 (centres undefined)	14	1.2	0.0	7	3	7	-2	-2	2
COc1ccc(N(CC(=O)NCc2cccnc2)S(=O)(=O)c2ccccc2[N+](=O)[O-])c(OC)c1	2	2.7	0.3	11	9	-5	-2	1	3
Cc1nn(C)cc1C(=O)/C=C/c1ccc([N+](=O)[O-])cc1	-5	-0.5	0.0	12	-4	5	2	-2	-5
CCOc1ccc(/C(O)=C2/C(=O)C(=O)N(Cc3cccnc3)C2c2ccc(N(C)C)cc2)c(C)c1 (centres undefined)	-13	1.9	0.1	-16	-3	0	-2	-1	2
Cc1ccccc1CS(=O)(=O)Cc1ccc(C(=O)NCC2CCCO2)o1 (centres undefined)	-9	2.1	0.1	-5	7	-8	2	-2	0
N#CCC(=O)Nc1ccc(C(=O)OCC(=O)c2ccc3c(c2)NC(=O)CO3)cc1	x	2.1	-0.2	-23	9	x	x	16*	x
Cc1cc(-n2c(C)cc(C(=O)CN3C(=O)NC4(CCCCC4)C3=O)c2C)no1	-4	3.0	-0.1	9	-5	-1	0	-4	12
C=CCn1c(SCC(=O)NC2CCCCC2)nc2ccccc2c1=O	-3	-1.0	0.1	8	-1	-1	0	-1	0
CC(=O)Oc1ccc(C(=O)Nc2cc(NC(=O)c3ccc(OC(C)=O)cc3)cc(C(=O)NC(C)(C)C)c2)cc1	10	0.5	-0.8	9	18	5	-13	0	0
Cc1cc2nc(C)c(=O)n(C)c2cc1C	-11	1.7	-0.1	-9	-4	2	-1	-5	3
OCc1ccnc2c(O)cccc12	1	1.6	0.0	22	9	-3	1	2	0
C=CCSc1nc2ccccc2[nH]1	-7	-1.2	0.0	-11	0	-1	6	-5	0
COc1ccc(CNC(=S)NCc2ccc(OC)cc2)cc1	8	3.6	0.0	-5	-7	-1	-2	-2	0
CCN(CC)CCN(Cc1cc2cc3c(cc2[nH]c1=O)OCO3)C(=S)NCC(C)C	1	0.2	-0.2	15	9	4	4	-3	2
COC(=O)C1(C)NC(c2cccs2)C2C(=O)N(c3ccccc3F)C(=O)C21 (centres undefined)	-6	3.6	0.8	-8	6	-1	-6	-5	-1
CC(C)CNC(=O)c1ccccc1NC(=O)c1ccccc1N(C)S(C)(=O)=O	-2	-0.4	-0.2	-14	7	0	1	-4	1
N#CCOC(=O)C1c2ccccc2Oc2ccccc21	6	0.4	-0.4	-6	-3	12	-1	0	-2
CNCCC1Sc2ccccc2Oc2ccccc21 (centres undefined)	7	1.8	0.0	0	-12	-7	-3	2	1
O=C(O)c1cc(-c2ccc(Cl)s2)[nH]n1	4	3.1	0.3	1	-10	1	-2	-4	1
CCc1ccccc1N(C(C)=O)c1nc(CN=C=S)cs1	-2	-0.5	0.1	8	18	-3	-3	-2	3
CN(CC(=O)NC(=O)NC(C)(C)C)CC(=O)Nc1ccccc1Cl	6	1.9	0.1	26	25	-1	2	-4	-4
O=C(Cn1nnc2ccccc21)c1ccc(Br)cc1	-15	1.1	0.1	-17	12	-3	0	0	-3
O=C(CCn1c(=S)[nH]c2ccccc2c1=O)NCCCN1CCOCC1	-5	1.8	-0.1	-9	-9	-2	8	-3	-1
CCCCC1CCC(C(=O)N(C)CC(=O)Nc2cccc(OC)c2)CC1 (centres undefined)	x	6.6	0.2	8	3	x	x	4	x
COc1ccc(C(=O)Nc2cccnc2)cc1	-3	0.4	0.1	8	1	2	-3	-2	2
Cc1ccc(S(=O)(=O)N2CCOCC2)cc1C(=O)NCCN1C(=O)S/C(=C\c2ccccc2Cl)C1=O	-7	0.9	-11	0	-6	11	-2	0	-1
O=C(COC(=O)C1CCN(S(=O)(=O)c2cccs2)CC1)c1cc2ccccc2o1	-4	2.4	0.0	-18	2	6	1	3	-2
Cc1ccc(C)c(N2N=C(C(=O)Nc3ccc(S(=O)(=O)N4CCCC4)cc3)CCC2=O)c1	-3	1.4	0.0	-5	-9	0	-8	-5	-6
COc1ccc(CCNC(=O)c2ccc3c(c2)OCCO3)cc1	4	-1.9	-0.1	-6	1	-1	-3	-5	-5
O=C(Nc1ccc(F)cc1)C(c1ccccc1)N1CCN(S(=O)(=O)c2ccccc2)CC1 (centres undefined)	1	3.9	-0.5	-2	1	5	-1	-2	1
Cc1ccc(/C=C/S(=O)(=O)NCC(=O)O)cc1	10	-0.1	0.0	-1	10	-2	-3	-2	-3
CC(=O)OCC1=C(C(=O)O)N2C(=O)C(NC(=O)CCn3nc(C)c(Cl)c3C)C2SC1 (centres undefined)	-1	-2.7	0.0	10	-5	-1	-3	-3	1
Cc1ccc(C(=O)Nc2ccccc2N2CCOCC2)cc1S(=O)(=O)N1CCOCC1	x	1.6	0.0	5	14	x	x	-4	x
O=C(COc1ncnc2sccc12)NC1CCS(=O)(=O)C1 (centres undefined)	3	-2.5	0.0	12	3	4	-4	-3	1
CC(C)C[C@H](NC(=O)c1[nH]cnc1C(=O)Nc1ccc(Cl)cc1)C(=O)OC(C)(C)C	7	5.4	0.1	15	6	5	-1	3	-4
Cc1cc(O)ccc1Nc1nc2ccccc2nc1Nc1ccc(O)cc1C	-1	1.0	0.1	-2	24	6	-3	-2	20
CN(C)c1ccc(/C=N/NC(=O)CN2CCN(c3ccc(F)cc3)CC2)cc1	7	-1.8	-0.6	6	-7	-1	-3	-3	0

# Bioassay records: PubChem BioAssay, several laboratories

# A portion of the library; rates above refer to the full screens.
